From PubChem
14-3-3 PPI = alters human 14-3-3 gamma binding to Raf peptide; FP, 14-3-3gamma / TMR-pS259-Raf peptide binding; inhibition, % at 40 µM; hit rate 0.19% among 160,000; AID 422; in the data active means inhibition above about 30%;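 further: 0% = protein plus tracer without compound and 100% = blank with tracer alone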
Target sequence (P61981 whole entry, looked up): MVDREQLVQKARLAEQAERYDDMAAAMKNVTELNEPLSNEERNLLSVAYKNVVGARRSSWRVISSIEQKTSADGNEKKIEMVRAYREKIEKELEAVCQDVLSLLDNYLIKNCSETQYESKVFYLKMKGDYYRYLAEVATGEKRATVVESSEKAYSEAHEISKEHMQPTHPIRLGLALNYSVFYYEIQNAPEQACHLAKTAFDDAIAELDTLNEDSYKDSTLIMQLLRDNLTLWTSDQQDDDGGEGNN
* hit, by the source's call; & = joins results of further samples.

cpd	14-3-3 PPI	molecule
1	-6	CCOc1ccc(/C(O)=C2/C(=O)C(=O)N(CCOCCO)C2c2ccccn2)cc1 (stereo not given)
2	3	CC1=C(C(=O)OCCOc2ccccc2)C(c2ccccc2)NC(=O)N1C (stereo not given)
3	-5	CC1=C(C(=O)OC(C)C)C(c2cn(-c3ccccc3)nc2-c2cccs2)NC(=O)N1 (stereo not given)
4	0	Cc1cc(Sc2ccc(Cl)cc2)nc2ccccc12
5	-3	O=c1[nH]c(C(F)(F)F)nc2ccccc12
6	7	O=C(CSc1nnc(Cc2ccccc2)o1)N1CCOCC1
7	-71	COc1ccc(-c2ccc(-c3noc(-c4cccs4)n3)c(OC)n2)cc1
8	0	COc1ccc(NC(=O)c2ccc3c(=O)n(Cc4ccccc4)c(=S)[nH]c3c2)cc1
9	13	Cc1ccc2cc3cc(C(=O)N(C)c4ccc(Br)cc4)oc3nc2c1
10	0	COc1ccc(OC)c(NC(=O)CN2C(=O)C3(OCCCO3)c3ccccc32)c1
11	-6	O=C(NCC1CCCO1)c1cc(-c2ccccc2)nc2ccccc12 (stereo not given)
12	-1	CCC(CC)C(=O)NCCc1cc2ccc(C)c(C)c2[nH]c1=O
13	-10	O=C(c1ccc(CNS(=O)(=O)c2ccc(Br)cc2)cc1)N1CCCCCC1
14	-8	NC(=O)c1c(NC(=O)C2CCCO2)sc2c1CCCC2 (stereo not given)
15	-4	COC(=O)c1nc(NC(C)=O)n[nH]1

Structural class: the entries above with bromine
cpd	14-3-3 PPI	molecule
9	13	Cc1ccc2cc3cc(C(=O)N(C)c4ccc(Br)cc4)oc3nc2c1
13	-10	O=C(c1ccc(CNS(=O)(=O)c2ccc(Br)cc2)cc1)N1CCCCCC1

(list continues)
cpd	14-3-3 PPI	molecule
16	-8	COc1ccc(C2=NOC(C(=O)NCCCN3CCOCC3)C2)cc1 (stereo not given)
17	14	O=C(Nc1ccccc1-c1nc2ccccc2[nH]1)c1cc(=O)c2ccccc2o1
18	-6	COc1ccccc1C1Nc2ccccc2NC2=C1C(=O)CC(c1ccccc1)C2 (stereo not given)
19	0	Cc1ccnc(NC(=O)c2c(O)c3ccccc3n(C)c2=O)c1
20	0	O=c1[nH]c(SCC2CCCCO2)nc2ccccc12 (stereo not given)
21	-5	COc1ccc(C(=O)Nc2ccc(-c3nc4cc(C(C)C)ccc4o3)cc2)cc1
22	-8	COc1ccc(Oc2coc3cc(OC(=O)c4ccc(OC)cc4)ccc3c2=O)cc1
23	-4	Cn1c(=O)cc(NCCc2ccccc2)[nH]c1=O
24	9	COC(=O)Cn1c2ccccc2c2nc(C)sc21
25	2	CCC(NC(=O)NCc1cccnc1)(C(F)(F)F)C(F)(F)F
26	-3	O=C(NC1c2ccccc2-c2ccccc21)c1ccco1
27	-6	O=C(NCc1ccccc1)c1cc(S(=O)(=O)N2CCCCC2)ccc1Cl
28	3	COc1ccc(C(=O)NC(=Nc2nc3ccccc3s2)NC(=O)c2ccc(OC)cc2)cc1
29	11	COc1ccc(S(=O)(=O)N2CCC(C(=O)Nc3ccc(Oc4ccccc4)cc3)CC2)cc1
30	-61	O=C(Nc1cccnc1Cl)c1nn2c(c1Br)NC(c1ccc(Br)o1)CC2C(F)(F)F (stereo not given)
31	-6	O=C(NC1CCCC1)c1ccc2c(c1)ncn2C1CCCC1
32	0	CCc1ccc(NC(=O)C2CC(=O)N(C(C)C)C2)cc1 (stereo not given)
33	11	C=C(Br)Cn1c(CCCC)nc2ccccc21
34	1	COP(C)(=O)c1c(C)nn(-c2ccccc2)c1C (stereo not given)
35	-5	Cc1ccccc1-n1nc2c(c1NC(=O)c1ccccc1[N+](=O)[O-])CS(=O)(=O)C2
36	6	COc1ccc(C2C(Oc3ccccc3C)C(=O)N2c2cccc(C(F)(F)F)c2)cc1OC (stereo not given)
37	-14	Cc1nnc(N2C(=O)C(=O)/C(=C(/O)c3ccccc3)C2c2ccc(Cl)cc2)s1 (stereo not given)
38	-5&-2	CCC(=O)N1CCc2cc(S(=O)(=O)N(CC)c3cccc(C)c3)ccc21
39	-2	COc1ccc(NC(=O)c2cnc(Nc3ccccc3OC)c3ccccc23)c(OC)c1
40	-6	COc1ccc(-c2nnnn2CCc2ccccc2)cc1
41	1	CC1CCCCN1CCNC(=O)Cn1nc(-c2ccccc2)ccc1=O (stereo not given)
42	6	Cc1nonc1NC(=O)OCCN1CCOC1=O
43	-7	CN(C)S(=O)(=O)c1cc(S(=O)(=O)N(C)C)c2cccc3c2c1NC3=O
44	-1	COc1ccc(NC(=O)CN2CCCCC2)cc1
45	-5	O=C(O)[C@@H]1C[C@H](C(=O)O)N1

Entries shown so far containing a thiophene ring, fused or not (three):
cpd	14-3-3 PPI	molecule
3	-5	CC1=C(C(=O)OC(C)C)C(c2cn(-c3ccccc3)nc2-c2cccs2)NC(=O)N1 (stereo not given)
7	-71	COc1ccc(-c2ccc(-c3noc(-c4cccs4)n3)c(OC)n2)cc1
14	-8	NC(=O)c1c(NC(=O)C2CCCO2)sc2c1CCCC2 (stereo not given)

Going on with the list:
cpd	14-3-3 PPI	molecule
46	5	OC(COc1ccc(F)cc1)CN1CCN(c2cccc(Cl)c2)CC1 (stereo not given)
47	2	Cc1ccc(N2C(=O)CC(Sc3nc(C)cc(C)c3C#N)C2=O)cc1 (stereo not given)
48	-10	COc1ccc(Br)cc1C(=O)Nc1cccc(NC(=O)c2ccco2)c1
49	-4	CC(=O)c1cccc(NC(=O)CN(c2ccc(F)cc2)S(C)(=O)=O)c1
50	2	O=C(Nc1ccccc1)N(Cc1ccc2c(c1)OCO2)Cc1nc2ccccc2c(=O)[nH]1
51	-36	Cc1ccc(-c2nc3s/c(=C\c4ccco4)c(=O)n3n2)cc1
52	-4	CCCn1c(N2CCN(CC(=O)NCc3cccs3)CC2)nc2ccccc21
53	1	Cn1nc([N+](=O)[O-])nc1Sc1ccc(C(C)(C)C)cc1
54	2	O/N=C1\CCCCc2ccccc21
55	-3	COc1ccc(O)c(C=Nc2cc(C(F)(F)F)ccc2Oc2ccccc2)c1
56	5	c1ccc(-c2nc3c4c5c(sc4ncn3n2)CCCCC5)cc1
57	0	CCOC(=O)c1c(NC(=O)c2ccncc2)sc2c1CCC2
58	-19	O=C(Nc1cccc2ccccc12)c1cccc(N=Cc2cc(Cl)cc([N+](=O)[O-])c2O)c1
59	31*	O=c1[nH]cc(NCCO)c(=O)[nH]1
60	2	COC(=O)c1[nH]cnc1C(=O)c1ccccc1
61	-194	O=C(Nc1ccc(Cl)c(-c2nc3ccccc3o2)c1)c1ccc(F)cc1
62	-7	NC(=O)C1CCN(CC(=O)Nc2ccc(S(N)(=O)=O)cc2)CC1
63	-3	CCOC(=O)C1CCN(C(=O)Nc2ccc(NC(=O)C3CCN(C(=O)OCC)CC3)cc2)CC1
64	-3	CN(C)c1ccc(C(=O)Nc2ccc(S(N)(=O)=O)cc2)cc1
65	-1	NC(=O)c1ccc(S(N)(=O)=O)o1
66	-11	N#CC1=C(N)N(c2ccccc2C#N)C2=C(C(=O)CCC2)C1c1ccsc1 (stereo not given)
67	-31	O=C(CN1CCCN(S(=O)(=O)c2ccc(Br)cc2)CC1)Nc1cccc(Cl)c1
68	-3	Cc1sc2ncn(CC(=O)N3CCCCCC3)c(=O)c2c1S(=O)(=O)N1CCCCC1
69	1	O=C(Nc1ccn(C2CC(OC(=O)c3ccccc3)C(CO)O2)c(=O)n1)c1ccccc1 (stereo not given)
70	-27	Cc1ccc2sc(-c3ccc(NC(=O)COc4ccccc4)cc3)nc2c1
71	1	CCOc1ccccc1N=C1C(=O)Nc2ccc([N+](=O)[O-])cc21
72	-12	CCOC(=O)c1nn(-c2ccc(C)c(Cl)c2)c(=O)c2c(N)scc12
73	-8	COCCN1C2=C(C(=O)CC(C)(C)C2)C(c2ccc(O)c(Cl)c2)C2=C1CC(C)(C)CC2=O
74	5	COc1ccc(C2CC(c3ccccc3)n3nc(NC(=O)c4cccs4)nc3N2)cc1 (stereo not given)
75	-7	O=C(Cn1cnc2c(nnn2-c2ccc(F)cc2)c1=O)N1CCCC1

Single entries from the entries so far.
14-3-3 PPI with #63 → -3
14-3-3 PPI with #70 → -27

Reformatted: results already given
64: CN(C)c1ccc(C(=O)Nc2ccc(S(N)(=O)=O)cc2)cc1
  14-3-3 PPI = -3
65: NC(=O)c1ccc(S(N)(=O)=O)o1
  14-3-3 PPI = -1
66: N#CC1=C(N)N(c2ccccc2C#N)C2=C(C(=O)CCC2)C1c1ccsc1 (stereo not given)
  14-3-3 PPI = -11
67: O=C(CN1CCCN(S(=O)(=O)c2ccc(Br)cc2)CC1)Nc1cccc(Cl)c1
  14-3-3 PPI = -31

Continued:
cpd	14-3-3 PPI	molecule
76	2	COc1cc(-c2nc3ccccc3c(=O)n2Cc2cccc(F)c2)cc(OC)c1OC
77	-17	O=C1CNc2ccccc2N1
78	-4	CCN(CC)S(=O)(=O)c1cccc(C(=O)NC(C(=O)Nc2nnc(C3CC3)s2)C(C)C)c1 (stereo not given)
79	-1	COc1cc(NC(=O)Cn2ncc3c2-c2ccccc2OC3)cc(OC)c1OC
80	-2	Cc1cccc(C)c1OC(=O)c1ccc(N2C(=O)C3CCC(C)CC3C2=O)cc1 (stereo not given)
81	13	O=C(CSc1nc2c(cnn2-c2ccc(Cl)cc2)c(=O)[nH]1)N1CCCC1
82	-12&-3	O=C(NCCN1CCN(c2ccccc2)CC1)C1CCN(S(=O)(=O)c2cccs2)CC1
83	1	CCOC(=O)c1c(C)[nH]c(C(=O)COC(=O)C2CC2C)c1C (stereo not given)
84	1&-2	CCCS(=O)(=O)N1CCC(C(=O)NCCc2ccccc2)CC1
85	-6	Cc1sc2ncnc(Nc3ccc(-c4ccccc4)cc3)c2c1C
86	-2	COc1ccc(-n2nc3c(c2NC(=O)c2ccc(OC(C)C)cc2)CSC3)cc1
87	-5	Cc1ccnc(SCCn2c(N3CCOCC3)nc3c2c(=O)[nH]c(=O)n3C)n1
88	12	Cc1cccc(Cl)c1N1C(=O)c2ccc(Br)cc2C1=O
89	-19	CCOC(=O)C1=C(C)NC(C)=C(C(=O)OCC)C1c1ccc(-c2ccccc2Cl)o1
90	-5	COCCOC(=O)c1c(C)oc2ccc(OCc3cc(C)ccc3C)cc12
91	-2	COc1cc2c(cc1OC)C1C(C(=O)N3CCCC3)c3ccccc3C(=O)N1CC2 (stereo not given)
92	0	Cc1ccccc1Nc1c(-c2ccc([N+](=O)[O-])cc2)nc2cnccn12
93	4	Cc1ccc([N+](=O)[O-])cc1N=Cc1cc2c(cc1[N+](=O)[O-])OCO2
94	-10	COCC1=NN(c2ccccc2)C(=O)C1
95	-5	COc1ccc(-c2cc(C(F)(F)F)n3nc(C(=O)Nc4ccc(C)cc4C)cc3n2)cc1
96	-4	O=C(Nc1ccc(N2CCOCC2)cc1)Nc1cnsn1
97	8	Cc1cc(C)c(C#N)c(SCCS(=O)(=O)Cc2ccc(Cl)cc2)n1
98	-21	COC(=O)c1ccc(NC(=O)c2cc3c(CO)cnc(C)c3oc2=Nc2ccc3c(c2)OCO3)cc1
99	10	O=C(CSc1nnc(Cc2cccs2)n1-c1ccccc1)Nc1ccc2c(c1)OCCO2
100	-3	COc1ccccc1C(=O)OCC(=O)Nc1ccc(OC(F)F)cc1
101	-2	Cc1ccc(-c2nn(CC(=O)Nc3cccc(C)c3)c(=O)c3ccccc23)cc1
102	1	COc1cccc(OC)c1OCCn1c(-c2ccc(Cl)cc2)nc2ccccc2c1=O
103	-15	CCCn1c2ccccc2c2nnc(SCCNS(=O)(=O)c3ccccc3)nc21
104	-10	COCc1cc(C)c(C#N)c(=S)[nH]1
105	-8	Cc1ccc(OCCn2cc(C(=S)N3CCOCC3)c3ccccc32)cc1C
106	-80	COc1ccc(N=c2oc3c(C)ncc(COC(C)=O)c3cc2C(=O)Nc2ccccc2)c(OC)c1
107	-32	Cc1cc(C)n2c(Br)c(CSc3nc4ccccc4s3)nc2n1
108	-4	CCN(CC)c1ccc2c(C)c(CO)c(=O)oc2c1
109	6	CCOC(=O)CSc1nnc(-c2nnc(SCC(=O)OCC)n2CC)n1CC
110	-1	CCCn1c(=S)[nH]c2cc(C(=O)N3CCCC(C)C3)ccc2c1=O (stereo not given)
111	1	CCOC(=O)C(NC(C)=O)(Nc1cccc(F)c1)C(F)(F)F (stereo not given)
112	-6	CCOc1cc(C)nc(N2CCCC(C(=O)NCc3ccccc3F)C2)n1 (stereo not given)
113	-8&0	CCOC(=O)CCCCNCc1ccccc1
114	-8	Cn1cccc1Cc1nnc(SCC(=O)NCc2ccc3c(c2)OCO3)n1CCc1ccccc1
115	-18	Cc1ccc(N2C(=O)NC3CC2(C)Oc2ccc(Br)cc23)cc1 (stereo not given)
116	7	CCOC(=O)C1CCN(c2nc3ccccc3nc2C(C#N)C(=O)OCCOC)CC1 (stereo not given)
117	-57	Cc1ccc2oc(-c3ccc(NC(=O)c4ccccc4F)c(C)c3)nc2c1
118	-16	CN(C1CCCCC1)S(=O)(=O)c1ccc(C(=O)Nc2nc3c(s2)Cc2ccccc2-3)cc1
119	-3	C=CCn1c(-c2ccc(Cl)cc2)c[nH]c1=S
120	3	COCCNC(=O)c1cnn2c(C(F)(F)F)cc(-c3ccccc3)nc12
121	4	Nc1nc(NCc2ccco2)nn1-c1ccccc1
122	-1	NCCCCCC(=O)O
123	4	CCOc1ccc2nc(NC(=O)Cc3ccc(OC)cc3)sc2c1
124	-3	COc1ccc(C2CC(=O)C3=C(C2)Nc2ccccc2NC3c2cc3c(cc2Cl)OCO3)cc1 (stereo not given)
125	-6	COCCNC(=O)CSCc1ccc(C)cc1
126	-5&3	O=C(O)CCN(CCC(=O)O)c1ccccc1
127	-1	CN(C)CCNC(=O)c1cc2c(=O)[nH]c3ccccc3c2n1C
128	1&5	Cc1ccc(C(=O)N2CCN(S(C)(=O)=O)C2)cc1
129	-12	C=C(C)CSc1nnc(-c2cccc(S(=O)(=O)N(C)C)c2)n1-c1cc(OC)ccc1OC
130	-4	O=C(CCN1N=C(c2ccccc2)CCC1=O)NCCCN1CCCCCC1
131	-3	COc1cc(Br)c(C2Nc3ccccc3NC3=C2C(=O)CC(c2cc(OC)c(OC)c(OC)c2)C3)cc1OC (stereo not given)
132	-5	CN1CCN(S(=O)(=O)c2ccc(-c3noc(C4CCN(S(C)(=O)=O)CC4)n3)cc2)CC1

Not all compounds are listed. The share of hits here may be higher or lower than overall.
